S100A4 MyoIIA: inhibitors of S100A4-myosin IIA peptide binding, primary screen, biochemical, fluorescence polarization, TAMRA-MyoIIA peptide | hit rate 0.14% among 360,000 | Protein S100-A4 (Homo sapiens), P26447 | inhibition, % at 10.7 µM | AID 652163, 2013;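 active = mean inhibition of at least 70% across replicates, with every replicate also reaching that level; inconclusive = mean inhibition reaches 70% but some replicates fall short; inactive = mean inhibition below 70%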
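Compound dosing: one dose per compound; test system: human S100A4 monomer with TAMRA-labelled myosin IIA peptide; probe or stimulus: TAMRA-labelled myosin IIA heavy-chain peptide probe, 5 nM; medium: HEPES buffer with Ca2+, pH 7.2; schedule: 5 min incubation before reading; benchmarks: neutral control DMSO, positive control TFP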
RAD52 anneal inh: RAD52 DNA annealing inhibitors, primary screen, biochemical, FRET, single point, set 2; DNA repair protein RAD52 homolog (Homo sapiens), P43351; recombinant RAD52 DNA annealing, FRET fluorescence; inhibition, % at 18.7 µM; hit rate 0.46% among 360,000; AID 651710, 2012;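 active = every replicate showing at least 50% inhibition; inconclusive = mean inhibition at least 50% but not in every replicate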
Target sequence (P43351 whole entry, looked up): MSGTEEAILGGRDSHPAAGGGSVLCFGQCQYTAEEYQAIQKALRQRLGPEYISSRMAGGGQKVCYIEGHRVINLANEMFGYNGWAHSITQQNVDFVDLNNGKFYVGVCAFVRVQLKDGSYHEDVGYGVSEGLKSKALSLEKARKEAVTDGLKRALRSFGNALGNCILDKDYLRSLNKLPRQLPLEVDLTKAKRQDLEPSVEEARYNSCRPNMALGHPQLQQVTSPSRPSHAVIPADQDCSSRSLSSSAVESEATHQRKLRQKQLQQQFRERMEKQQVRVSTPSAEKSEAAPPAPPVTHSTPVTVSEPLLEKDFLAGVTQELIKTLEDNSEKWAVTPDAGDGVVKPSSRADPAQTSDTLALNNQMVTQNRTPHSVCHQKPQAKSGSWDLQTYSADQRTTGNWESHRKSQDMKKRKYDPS
E-sel inducer: E-selectin induction in HUVECs, primary screen, imaging, HUVEC, immunofluorescence imaging, single point; P16581; normalized: neutral wells 0, TNF-alpha wells 100; activation, % at 7.58 µM; hit rate 0.37% among 260,000;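 active = mean E-selectin-positive cell signal at least 10% of the positive control, reached in at least 60% of replicates, without over 20% cell loss; inconclusive = no rule given, readout overlaps actives, possibly toxicity-flagged; inactive = the rest, including those meeting only one limit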;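 note: in these data hits start at about 27%; measured in HUVEC primary endothelial cells; signal is the percent of cells scored E-selectin positive by PE staining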
Target sequence (P16581 whole entry, looked up): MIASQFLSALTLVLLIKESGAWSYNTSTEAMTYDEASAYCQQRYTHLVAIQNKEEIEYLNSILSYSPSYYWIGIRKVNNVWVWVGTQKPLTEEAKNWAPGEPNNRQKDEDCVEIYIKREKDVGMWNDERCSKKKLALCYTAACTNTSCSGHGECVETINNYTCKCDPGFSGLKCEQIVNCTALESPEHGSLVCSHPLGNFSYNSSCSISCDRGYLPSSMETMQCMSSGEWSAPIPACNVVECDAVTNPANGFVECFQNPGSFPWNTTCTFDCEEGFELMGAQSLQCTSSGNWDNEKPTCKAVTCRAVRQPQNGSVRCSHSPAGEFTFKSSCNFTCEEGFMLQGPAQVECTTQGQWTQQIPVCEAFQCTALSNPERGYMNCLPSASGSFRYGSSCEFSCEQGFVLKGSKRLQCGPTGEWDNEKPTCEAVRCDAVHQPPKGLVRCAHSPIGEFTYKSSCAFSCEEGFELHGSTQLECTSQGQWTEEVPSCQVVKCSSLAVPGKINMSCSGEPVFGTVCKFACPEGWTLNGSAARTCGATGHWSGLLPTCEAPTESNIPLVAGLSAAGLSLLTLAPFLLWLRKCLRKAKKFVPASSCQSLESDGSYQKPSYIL
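assay system = HUVEC, human umbilical vein endothelial cells | input = 3,000 HUVEC seeded per well | medium = EGM-2 growth medium on 0.1% gelatin-coated wells | dosing = one compound dose added by pin transfer | signal = immunofluorescence imaging | read-out basis = % PE-positive cells | control set = TNF-alpha, DMSO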
RAD54 branch: inhibitors of human RAD54 branch migration, primary screen, biochemical, fluorescence, single point. RAD54 Holliday junction branch migration, FAM/BHQ fluorescence. hit rate 0.14% among 360,000. DNA repair and recombination protein RAD54-like (Homo sapiens), Q92698. inhibition, % at 10.4 µM. AID 602329, 2012;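 active = mean normalized replicate activity at least 40 and at least half of replicates scoring 40 or more; inconclusive = only one of the two criteria met; inactive = mean below 40 and under half of replicates reaching 40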;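 note: 0% = median of neutral control wells and 100% = median of positive control wells; inhibitors cause a drop in the FAM fluorescence signal; in these data hits start at about 50%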
EWS-Fli inh: EWS/Fli-driven NR0B1 reporter inhibitors, primary screen, A673 cells, NR0B1 luciferase, luminescence, MLPCN library; inhibition, % at 12.6 µM; viability-normalised; hit rate 0.67% among 350,000;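 active = mean inhibition of at least 50% after viability correction, with every replicate also passing that limit; inconclusive = mean reaches 50% but only one of two replicates passes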;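 note: firefly luciferase signal divided by Alamar Blue viability fluorescence both relative to DMSO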
FN deposition inh: inhibitors of fibronectin matrix deposition, primary screen, AH1F cells, Alexa488-fibronectin fluorescence, plate reader. inhibition, % at 12.6 µM. AH1F fibroblasts, overnight. AID 743247, 2014. hit rate 0.086% among 350,000;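 active = mean inhibition across replicates of 30% or more, regardless of how many single replicates reach that level; inconclusive = mean under 30% yet at least half of replicates reach 30%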;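 note: positive control wells lacked labelled fibronectin entirely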
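Schedule: 1 h cell adhesion before compound, then overnight fibronectin incubation; test system: AH1F fibroblast monolayer depositing Alexa488-labelled fibronectin into matrix; quantity: 10000 AH1F cells per well; probe or stimulus: fluorescent fibronectin at 24 nM final; signal: fluorescence, ex 485 nm, em 525 nm; evaluation: percent inhibition as loss of matrix-bound fibronectin fluorescence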
esBAF inh: Bmi1 luciferase reporter increase in mESCs, primary screen, esBAF inhibitor project, mouse ES cells, Bmi1 luciferase knock-in, single point; 24 h; 100% = twice the neutral-well signal; reporter increase, % at 12.5 µM; hit rate 2% among 350,000; AID 602393, 2012; in the data active = activation above about 40%; inconclusive = no clear call, values can overlap the other calls;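 note: 0% = median of the plate's neutral control wells and 100% = double that signal; a rise in the Bmi1 reporter signal indicates esBAF inhibition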
Xi reactivation: activators of inactive X chromosome reactivation, primary screen, imaging, XiGFP fibroblasts, GFP high-content imaging, set 2; activation, % at 7.58 µM; AID 743238, 2013; hit rate 0.055% among 360,000; XiGFP mouse fibroblasts, % GFP-positive cells imaging, 3 d; cells co-treated with 5-aza-dC sensitizer; scaled so ellipticine positive control = 100%;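 active = mean normalized replicate activation at least 10% and every replicate at or above 10%; inconclusive = only one of the two criteria met; inactive = mean below 10% and not all replicates reach 10%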;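 note: 0% = median of on-plate neutral control wells and 100% = ellipticine 6 µM median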
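Assay system – SV40-immortalized XiGFP fibroblast cells, line 68-5-11 · Buffer or medium – DMEM supplemented with 5-aza-dC as sensitizing agent · Dosing – one concentration, pinned · Benchmarks – positive control ellipticine, 6 µM final · Times – 3 days compound exposure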
* marks the source's active call; other numbers are inactive results; ? = inconclusive; nt = no result given; & = joins results of further samples.

SMILES	S100A4 MyoIIA	RAD52 anneal inh	E-sel inducer	RAD54 branch	EWS-Fli inh	FN deposition inh	esBAF inh	Xi reactivation
COCC(=O)Nc1ccc2c(c1)C(=O)N(C)C[C@H](OC)[C@H](C)CN(C(=O)Cc1ccccn1)[C@H](C)CO2	-5	-8	0.0	-9	0	6	-5	0.0
CC(C)C(=O)Nc1cc(-c2nc3ncccc3o2)ccc1Cl	3	-26	nt	-11	0	-5	4	0.2
O=C1NCC(=O)N2C(c3ccccc3)c3[nH]c4ccccc4c3C[C@@H]12 (some centres not stated)	-3	-7	nt	nt	7	-1	nt	0.3
COc1ccc(C/C(C)=N/NC(=S)Nc2ccc(C)c(C)c2)cc1	nt	nt	1.5	5	nt	-7	nt	1.1
Cc1ccc(S(=O)(=O)N(CC2CO2)c2cccc([N+](=O)[O-])c2)cc1 (configuration not stated)	1	-6	nt	4	0	3	-7	0.3
O=C(/C=C1\NC2(CCCC2)Cc2ccccc21)C(=O)N/N=C/c1ccccc1O	2	-7	nt	-3	7	0	nt	0.8
CC(=O)N/C(=C\c1ccc(F)cc1)C(=O)OC(C)C	-2	-17	-1.6	nt	-12	-1	nt	0.0
CC(C)NC(=O)N1[C@@H](CO)[C@@H](c2ccccc2)[C@@H]1CNC(=O)CN(C)C	nt	nt	0.2	2	5	21	-3	0.1
CCCc1ccc(OCC(O)CN2CCN(C(=O)OCC)CC2)cc1 (configuration not stated)	-4	-8	0.0	-4	11	-3	-3	0.2
C[C@H]1CN([C@@H](C)CO)C(=O)Cc2cc(NS(=O)(=O)c3cn(C)cn3)ccc2O[C@H]1CN(C)Cc1ccc(C(=O)Nc2ccccc2N)cc1	-9	6	-0.1	nt	4	-9	nt	-0.7
FC(F)c1nc2nc(Cl)c(Cl)nc2[nH]1	-1	0	0.1	nt	1	3	nt	0.2
O=C(CN1CCN(c2ccc(C(F)(F)F)cn2)CC1)Nc1ccc2c(c1)OCO2	-1	3	25	nt	-1	-10	nt	0.1
COC(=O)CNC(=O)c1cc(-c2ccncc2)nc2ccccc12	1	-5	nt	11	5	8	-3	0.1
C=CCNC(=O)NC(=O)COC(=O)CNS(=O)(=O)c1ccc(F)c(F)c1F	5	-18	nt	nt	6	nt	nt	0.0
CCc1ccc(OCC(=O)N/N=C(\C)c2ccccc2OC(F)F)cc1	1	-20	nt	nt	-2	3	-2	0.1
C[C@H](CO)N1C[C@H](C)[C@@H](CN(C)C(=O)Nc2ccc(F)cc2)Oc2ncc(C3=CCCC3)cc2C1=O	17	5	0.6	3	-1	5	5	-0.1
Cc1ccc(S(=O)(=O)NC(CC(=O)O)c2ccc(F)cc2)cc1 (configuration not stated)	-3	-7	nt	14	11	-3	-5	0.2
C=C(C)C(=O)Nc1cccnc1Oc1ccc(F)cc1	4	5	-0.3	-13	-4	-6	-7	0.0
Cc1ccc(NC(=O)COC(=O)Cc2cccs2)cc1S(=O)(=O)N1CCOCC1	-4	-10	-0.2	-2	8	3	0	0.0
CCCOC(=O)c1ccc(Oc2cn[nH]c2-c2ccc(O)cc2O)cc1	3	-17	-0.5	nt	1	1	-1	nt
O=C(CSc1n[nH]c(=O)n1Cc1ccccc1)Nc1ccc(F)c(F)c1F	0	-2	nt	6	12	-9	0	0.1
COc1ccc(C(=O)OCn2nnc3ccccc3c2=O)cc1[N+](=O)[O-]	-7	-7	-3.4	-8	-3	-2	-3	0.1
CCCC(=O)NC(c1ccc(Cl)cc1)c1ccc2cccnc2c1O (configuration not stated)	-1	-2	0.2	10	46	16	-58	0.7
Cc1noc(C)c1S(=O)(=O)N(C)C[C@H]1OCCCC[C@H](C)Oc2ccc(NC(=O)c3ccccc3)cc2C(=O)N([C@H](C)CO)C[C@@H]1C	-14	-34	1.5	1	3	nt	3	-0.2
CN(CC(=O)N1CCN(Cc2ccccc2)CC1)S(=O)(=O)c1cccc2nsnc12	-3	-5	nt	nt	9	9	nt	0.0
CCn1c(=NC(=O)c2ccc(S(=O)(=O)N(C)C)cc2)sc2cccc(OC)c21	6	-15	nt	nt	-15	2	nt	0.2
COCC(=O)Nc1ccc2c(c1)[C@@H]1C[C@H](CC(=O)NCc3ccc(OC)cc3)O[C@H](CO)[C@@H]1O2	11	18	0.4	11	5	-17	-2	0.0
Cc1cccc(NC(=O)c2cc3ccccc3c(=O)o2)n1	1	-4	1.3	6	-60	-5	10	0.0
CCc1ccccc1S(=O)(=O)Cc1ccc(C(=O)N2CCN(c3ccccc3OC)CC2)o1	-3	-21	nt	-4	-7	6	-6	-0.2
CC12CCC(=O)C=C1CCC1C2C(O)CC2(C)C1CCC2(O)C(O)CO (configuration not stated)	-9	-10	nt	-4	-3	nt	0	nt
O=C(Nc1ccc(NC(=O)c2ccco2)c(Cl)c1)c1ccccc1	2	-16	-1.0	nt	-66	0	nt	-0.1
CC(C)(C)c1ccc(/C=C/C(=O)c2ccc(NC3=NCCCS3)cc2)cc1	-2	-34	-0.2	nt	18	2	nt	0.0
CC(OC(=O)c1ccc(=O)n(Cc2ccccc2)n1)C(=O)Nc1cccc(Cl)c1 (configuration not stated)	1	-3	nt	2	-6	nt	4	0.1
O=C(c1ccc(Cn2c(=S)[nH]c3ccc(N4CCOCC4)cc3c2=O)cc1)N1CCC(N2CCCCC2)CC1	0	87*	-0.1	nt	-6	2	nt	0.0
CCC(CO)Oc1cc(NCc2ccncc2)c2ncn(C(C)C)c2c1 (configuration not stated)	-7	0	-0.1	-18	-17	-4	7	-0.1
C[C@@H]1CN([C@@H](C)CO)C(=O)CCCn2nncc2CO[C@H]1CN(C)S(=O)(=O)c1ccccc1F	2&8	-18&-4	0.0	-1&6	-1&7	-4	-5&3	0.0
CCCN(C)C[C@H]1OCCCC[C@@H](C)Oc2ccc(NC(=O)c3ccccc3)cc2C(=O)N([C@H](C)CO)C[C@H]1C	2	18	-0.1	2	5	nt	-5	-1.2
CCOC(=O)/C=C1\SCC(=O)N1CC(=O)NCCc1ccc(F)cc1	-3	-60	nt	0	1	1	1	0.0
CCCNC(=O)N1[C@H](CO)[C@@H](c2ccccc2-c2ccccc2)[C@@H]1C#N	49	-4	0.1	nt	-1	-11	nt	0.2
C[C@H](CO)N1C[C@H](C)[C@H](CN(C)C(=O)C2CCCCC2)Oc2cc(-c3ccc(F)cc3)ccc2S1(=O)=O	-5	25	0.4	5	-2	-2	-6	-1.2
Cc1ccc(-c2noc(COC(=O)c3ccco3)n2)cc1	-4	-3	1.5	1	-50	7	?	0.1
C/C(=N/NC(=O)CNC(=O)c1cccnc1)c1ccco1	-8	-12	0.1	0	-5	-1	-3	0.0
CC1CCCCN1S(=O)(=O)c1cn(C)c(=O)n(C)c1=O (configuration not stated)	-8	0	-0.1	8	3	5	2	0.1
Cc1ccccc1-c1nc2c(s1)CCc1onc(-c3cccc([N+](=O)[O-])c3)c1-2	-2	-2	0.1	-1	-2	-5	-8	-0.1
O=C(Cc1cccc2ccccc12)N1CCN(c2ncccn2)CC1	0	2	-3.1	-4	0	-7	8	0.0
O=S(=O)(c1ccc(NC(=S)Nc2ccc3c(c2)OCO3)cc1)N1CCOCC1	nt	nt	nt	-1	nt	-11	45*	-0.1
O=[N+]([O-])c1ccc(-c2csc(N/N=C/c3cccnc3)n2)cc1	4	-4	0.3	nt	-24	-8	nt	0.4
COCC(=O)N(C)C[C@@H]1Oc2ncc(-c3ccccc3F)cc2C(=O)N([C@@H](C)CO)C[C@H]1C	6	-2	0.0	2	-5	9	-3	-0.1
C[C@H]1CN([C@@H](C)CO)C(=O)c2cc(-c3cccc(C#N)c3)cnc2O[C@@H]1CN(C)C(=O)C1CC1	10	2	-0.1	4	-13	nt	-7	-0.4
Cc1ccc(-n2ncc(C(=O)NC3CC3)c2C2CCN(C(=O)OC(C)(C)C)CC2)cc1	-1	-12	nt	9	nt	3	6	0.0
COc1cccc(CN2C(=O)NC3(CCCCCC3)C2=O)c1	-1	-18	0.0	9	1	4	33	-0.1
COc1ccc(NC(=O)c2nc(C)n(-c3ccc([N+](=O)[O-])cc3)n2)cc1	2	-3	-2.3	nt	4	2	nt	0.0

Profiles from above. Order of values: S100A4 MyoIIA	RAD52 anneal inh	E-sel inducer	RAD54 branch	EWS-Fli inh	FN deposition inh	esBAF inh	Xi reactivation
Cc1cccc(NC(=O)c2cc3ccccc3c(=O)o2)n1 is listed as 1	-4	1.3	6	-60	-5	10	0.0
COc1cccc(CN2C(=O)NC3(CCCCCC3)C2=O)c1 is listed as -1	-18	0.0	9	1	4	33	-0.1
CC(C)NC(=O)N1[C@@H](CO)[C@@H](c2ccccc2)[C@@H]1CNC(=O)CN(C)C is listed as nt	nt	0.2	2	5	21	-3	0.1
O=S(=O)(c1ccc(NC(=S)Nc2ccc3c(c2)OCO3)cc1)N1CCOCC1 is listed as nt	nt	nt	-1	nt	-11	45*	-0.1

Marked active in RAD52 anneal inh, among the entries above:
Compound | S100A4 MyoIIA | RAD52 anneal inh | esBAF inh
O=C(c1ccc(Cn2c(=S)[nH]c3ccc(N4CCOCC4)cc3c2=O)cc1)N1CCC(N2CCCCC2)CC1 | 0 | 87* | nt

As entered above.
Result of Cc1ccc(-n2ncc(C(=O)NC3CC3)c2C2CCN(C(=O)OC(C)(C)C)CC2)cc1 in RAD52 anneal inh: -12
Result of COc1cccc(CN2C(=O)NC3(CCCCCC3)C2=O)c1 in esBAF inh: 33

Screening data as filed in PubChem.
